# Bioassay records deposited in PubChem by several laboratories.
# DYRK1A inh – blocks rat Dyrk1A kinase activity. Q63470. ADP-Glo luminescence, NFATc1 peptide. inhibition, % at 12.5 µM. 310,000 compounds, 0.43% hits. AID 504441; in the data active means inhibition above about 50%;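 further: plate controls were vehicle with enzyme for no effect and no enzyme for full effect; many of its hits are not listed in these tables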
# GSK3 alpha inh – inhibitors of human GSK-3 alpha kinase. AID 2650. ADP-Glo luminescence, 60 min. P49840. 320,000 compounds, 0.1% hits. inhibition, % at 10 µM;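 in the data active means inhibition above about 50%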;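 further: GST-tagged GSK-3 alpha with peptide substrate and 25 µM ATP; 0% = DMSO neutral wells and 100% = GW8510 positive control wells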
# Target sequence (P49840 whole entry, looked up): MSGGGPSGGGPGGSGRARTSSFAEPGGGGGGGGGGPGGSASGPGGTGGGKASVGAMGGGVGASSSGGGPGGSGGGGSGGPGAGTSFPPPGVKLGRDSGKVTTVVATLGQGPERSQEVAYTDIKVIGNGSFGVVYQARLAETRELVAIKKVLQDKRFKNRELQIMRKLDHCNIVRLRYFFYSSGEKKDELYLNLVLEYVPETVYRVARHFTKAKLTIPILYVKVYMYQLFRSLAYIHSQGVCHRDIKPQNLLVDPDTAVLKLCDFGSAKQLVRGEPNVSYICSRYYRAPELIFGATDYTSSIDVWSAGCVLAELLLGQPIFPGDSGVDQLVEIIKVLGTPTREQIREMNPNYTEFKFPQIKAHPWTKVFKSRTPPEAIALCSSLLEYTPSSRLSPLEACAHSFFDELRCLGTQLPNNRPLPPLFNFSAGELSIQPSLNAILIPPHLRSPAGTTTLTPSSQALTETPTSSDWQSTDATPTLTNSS
# KCNK3 block – human KCNK3 channel inhibition, primary screen; O14649; AID 602410; B-score at 10 µM; CHO-KCNK3 thallium flux, FluxOR fluorescence; active compounds read low; 340,000 compounds, 0.84% hits;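 active means B-score under library mean minus 4 SD, starting fluorescence ratio at most library mean plus 5 SD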;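 further: more negative B-score means stronger inhibition of thallium flux through KCNK3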
# Target sequence (O14649 whole entry, looked up): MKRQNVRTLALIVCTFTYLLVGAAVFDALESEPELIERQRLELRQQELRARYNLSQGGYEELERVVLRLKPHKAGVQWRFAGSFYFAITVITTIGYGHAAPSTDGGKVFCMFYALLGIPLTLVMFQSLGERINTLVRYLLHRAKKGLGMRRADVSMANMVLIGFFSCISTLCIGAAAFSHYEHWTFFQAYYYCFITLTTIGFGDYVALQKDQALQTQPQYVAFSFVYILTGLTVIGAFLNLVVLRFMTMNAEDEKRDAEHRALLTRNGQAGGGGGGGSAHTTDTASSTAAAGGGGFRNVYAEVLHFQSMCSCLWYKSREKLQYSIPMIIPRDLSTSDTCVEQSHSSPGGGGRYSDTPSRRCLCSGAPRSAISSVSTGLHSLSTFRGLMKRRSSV
# * hit, by the source's call; i = inactive; & = joins results of further samples.
Structure	DYRK1A inh	GSK3 alpha inh	KCNK3 block
CCOC(=O)c1ccc(-c2c(-c3ccccc3OC)oc3ccccc23)cc1F	-2	-4	i
CCOC(=O)C1=C(COC(=O)COc2ccccc2C=O)NC(=O)NC1C (stereo not given)	-1	-1	i
COc1ccc(NS(=O)(=O)c2cccc(C(=O)NNC(=O)c3ccc(C)o3)c2)cc1	2	-2	i
c1ccc(-c2ccc(OCCCn3cncn3)cc2)cc1	-7	4	i
C[C@@H]1CN([C@H](C)CO)C(=O)Cc2cc(NC(=O)CCC(F)(F)F)ccc2O[C@@H]1CN(C)C(=O)Nc1ccccc1	-1	-3	i
CC1CCCC(NC(=O)c2cccs2)C1C (stereo not given)	5	-3	i
COc1ccc(S(=O)(=O)N2CCOCC2)cc1NC(=O)CCNC(=O)c1ccc([N+](=O)[O-])cc1	1	-2	i
CN1CCN(S(=O)(=O)c2ccc(N3CCN(c4ccccc4Cl)CC3)nc2)CC1	-5	1	i
CC(C)C[C@H]1CN=C(Nc2ccccc2)N1CCc1cccc(F)c1	9	1	i
C=CC[C@H](CC(=O)NCCO)C(=O)N[C@@H](COC(=O)[C@H](CC=C)CC(=O)OC(C)(C)C)Cc1c[nH]c2ccccc12	8	-2	i
CCOc1ccc(S(=O)(=O)N2CCNC(=O)C2)cc1	2	0	i
Cc1ccc(S(=O)(=O)N2CCN(C(=O)COC(=O)C3CC3C)CC2)c(C)c1 (stereo not given)	4	-2	i

# Following part:
Structure	DYRK1A inh	GSK3 alpha inh	KCNK3 block
COc1ccc(C(=O)NCC(=O)OCC(=O)NCc2ccco2)cc1	-2	0	i
C=CCN(CC=C)S(=O)(=O)c1ccc(NC(=O)COc2ccccc2OC)cc1	4	0	i
CC(C)(C)OC(=O)C[C@@H]1C/C=C\C[C@@H](CC(=O)NCCO)C(=O)N[C@H](Cc2ccccc2)COC1=O	-7	-2	i
CCOC(=O)c1c(C)[nH]c(C)c1C(=O)COC(=O)CCc1ccccc1	-2	1	i
Cc1cc(NC(=O)CN2C(=O)NC(C)(c3ccc(Cl)cc3Cl)C2=O)no1 (stereo not given)	-1	6	i
CN(Cc1ccc(F)cc1)C(=O)CN1C(=O)c2ccccc2S1(=O)=O	-6	-4	i
CCN(C(=O)COC(=O)/C(C#N)=C/c1ccc(N(C)C)cc1)C1CCS(=O)(=O)C1 (stereo not given)	-4	-2	i
COc1cc(OC)cc(-c2c(-c3cccs3)c3cc(-c4cnc(OC)nc4)ccc3n2C)c1	-3	-3	i
O=C(Nc1ccccc1N1CCOCC1)c1ccc(N2CCCC2=O)cc1	7	1	i
CC(Sc1ncn[nH]1)C(=O)Nc1cc(C(F)(F)F)ccc1Cl (stereo not given)	5	0	i
Cc1cccc(C)c1-n1nnnc1S(=O)(=O)Cc1ccccc1Cl	12	-1	-8.7*
Cc1cc(C(C)(C)CC(C)(C)C)ccc1OCCOCC[N+](C)(C)Cc1ccccc1	2	19	i

# Other compounds follow:
Structure	DYRK1A inh	GSK3 alpha inh	KCNK3 block
Cc1cccc(N2CCN(S(=O)(=O)c3ccc4c(c3)CCN4C(=O)CCC(=O)O)CC2)c1C	-12	-3	i
CCOC(=O)[C@H]1[C@H]2COc3ccc(C)cc3[C@@H]2N2C(=O)CN(CC3CCCO3)C(=O)[C@@]12C (stereo not given in full)	-20	-3	i
Cc1ccc(C2=CN(Cc3ccccc3)CCC2=O)cc1	0	-2	i
NC(=O)Nc1ccc(C(=O)OCC(=O)Nc2cccc(S(=O)(=O)NC3=NCCC3)c2)cc1	0	0	i
CC1CC(=O)Nc2ccccc2N1C(=O)CN1C(=O)C(=O)N(C)C1=O (stereo not given)	1	-3	i
O=C(COc1ccc(Cl)cc1Cl)N1CCNC1=O	0	-1	i
Cc1ccccc1NC(=O)Cc1nc(COC(=O)c2cccnc2Cl)cs1	-6	-4	i
Cc1ccc(C)c(NC(=O)COC(=O)c2c(C)nn(-c3ccccc3)c2C)c1	-3	-3	i
Cc1nn(-c2ccccc2)c(C)c1CNC(=O)c1ccc(S(=O)(=O)NCc2ccco2)cc1	0	1	i
O=C(NCC1CCCO1)c1ccccc1NS(=O)(=O)c1cccc([N+](=O)[O-])c1 (stereo not given)	-2	-2	i
CCN1C(=O)c2cccc3c(S(=O)(=O)N(C(C)=O)c4ccc(OC(C)=O)cc4)ccc1c23	-2	-2	i
Cc1cc(C)n2nc(C(=O)OCC(=O)N(C)C3CCS(=O)(=O)C3)nc2n1 (stereo not given)	6	-3	i

# (more compounds)
Structure	DYRK1A inh	GSK3 alpha inh	KCNK3 block
O=C(COC(=O)c1ccc(F)c(S(=O)(=O)N2CCOCC2)c1)NC1CC1	-3	-1	i
O=C(CSc1nnc(Cc2cc(=O)[nH]c(=O)[nH]2)n1-c1ccc(Cl)cc1)NCC1CCCO1 (stereo not given)	7	-1	i
CC(=O)Nc1ccc(S(=O)(=O)N2CCN(C(=O)c3ccccc3F)CC2)cc1	1	-2	i
COC(=O)c1ccc(/C=C/C(=O)OCC(=O)NCc2cccs2)cc1	-1	0	i
O=C(NCC(c1ccco1)N1CCCCC1)c1cccnc1 (stereo not given)	3	-1	i
CC(=O)Nc1ccc(C(=O)COC(=O)c2cccs2)c(F)c1	-2	15	i
CCN(CC)C(=O)c1ncn(Cc2ccccc2)c1C(=O)N(CC)CC	7	0	i
O=C(c1cc2ccccc2o1)N1CCN(S(=O)(=O)c2ccc(Cl)s2)CC1	0	1	i
Cc1cc(=O)c(C(=O)Nc2ccc(N3CCOCC3)cc2N2CCOCC2)nn1-c1ccccc1Cl	4	-3	i
C[C@H](CO)N1C[C@H](C)[C@@H](CN(C)S(=O)(=O)c2cccs2)Oc2c(NC(=O)CCC(F)(F)F)cccc2C1=O	8	1	i
CCC[C@@H](CN1CCC[C@H]1CN1C(N)=NC[C@@H]1Cc1ccccc1)N1C[C@@H](Cc2ccccc2)N(CCCC2CCCC2)C1=N	7	19	i
COc1cccc(N(C(=O)c2ccn[nH]2)C2(C(=O)Nc3c(C)cccc3C)CCCCC2)c1	2	-1	i

# Given with values ahead of the structure: part of the list above.
DYRK1A inh | GSK3 alpha inh | KCNK3 block | molecule
-2 | -4 | i | CCOC(=O)c1ccc(-c2c(-c3ccccc3OC)oc3ccccc23)cc1F
-1 | -1 | i | CCOC(=O)C1=C(COC(=O)COc2ccccc2C=O)NC(=O)NC1C (stereo not given)
2 | -2 | i | COc1ccc(NS(=O)(=O)c2cccc(C(=O)NNC(=O)c3ccc(C)o3)c2)cc1
-7 | 4 | i | c1ccc(-c2ccc(OCCCn3cncn3)cc2)cc1
-1 | -3 | i | C[C@@H]1CN([C@H](C)CO)C(=O)Cc2cc(NC(=O)CCC(F)(F)F)ccc2O[C@@H]1CN(C)C(=O)Nc1ccccc1
5 | -3 | i | CC1CCCC(NC(=O)c2cccs2)C1C (stereo not given)
1 | -2 | i | COc1ccc(S(=O)(=O)N2CCOCC2)cc1NC(=O)CCNC(=O)c1ccc([N+](=O)[O-])cc1
-5 | 1 | i | CN1CCN(S(=O)(=O)c2ccc(N3CCN(c4ccccc4Cl)CC3)nc2)CC1
9 | 1 | i | CC(C)C[C@H]1CN=C(Nc2ccccc2)N1CCc1cccc(F)c1
8 | -2 | i | C=CC[C@H](CC(=O)NCCO)C(=O)N[C@@H](COC(=O)[C@H](CC=C)CC(=O)OC(C)(C)C)Cc1c[nH]c2ccccc12
2 | 0 | i | CCOc1ccc(S(=O)(=O)N2CCNC(=O)C2)cc1
4 | -2 | i | Cc1ccc(S(=O)(=O)N2CCN(C(=O)COC(=O)C3CC3C)CC2)c(C)c1 (stereo not given)
-2 | 0 | i | COc1ccc(C(=O)NCC(=O)OCC(=O)NCc2ccco2)cc1

# Next section:
Structure	DYRK1A inh	GSK3 alpha inh	KCNK3 block
COCCn1c(C)cc(C(=O)CSc2nnnn2C2CCCC2)c1C	5	-3	i
CCOC(=O)CC[C@H](NC(=O)Cn1cnc2c(SC)nc(N)nc21)C(=O)OCC	-3	-3	i
Cc1ccc(C2=NN(C(=O)CN3CCN(C4CCS(=O)(=O)C4)CC3)C(c3ccco3)C2)cc1 (stereo not given)	-1	-1	i
CCOC(=O)[C@H]1[C@H]2COc3ccc(OC)cc3[C@@H]2N2C(=O)c3ccccc3NC(=O)[C@@]12C	14	3	i
CC1CCC(NC(=O)CSc2nnc(-c3cccnc3)o2)CC1 (stereo not given)	3	2	i
CC(C)CC(=O)C(=O)O	7&9	-3&1	i
C=CC[C@@H](CC(=O)N[C@@H](CO)Cc1ccccc1)C(=O)NC[C@@H](OC(=O)[C@@H](CC=C)CC(=O)OC(C)(C)C)c1ccccc1	4	0	i
Cc1ccc(S(=O)(=O)N2CCOCC2)cc1NS(=O)(=O)c1ccc(F)c(F)c1	0	-1	i
COc1ccccc1-c1oc2ccccc2c1-c1ccc2c(c1)OCO2	9	0	i
O=C(Nc1ccncc1)c1cccs1	29	18	i
Cc1cc(C)cc(N(CC(=O)NC2CCC(C)CC2)S(=O)(=O)c2c(C)noc2C)c1 (stereo not given)	-8	-4	i
COc1ccc(C)cc1C1=CC(=O)C[C@H](c2ccc(F)cc2)C1	8	1	i

# More compounds follow.
Structure	DYRK1A inh	GSK3 alpha inh	KCNK3 block
COc1ccc(C(CNC(=O)c2cc(S(=O)(=O)N3CCCC3)ccc2Cl)N2CCCC2)cc1 (stereo not given)	6	6	i
CCn1cc(C(=O)OCC(=O)Nc2ccccc2OC(F)F)c(=O)c2ccc(C)nc21	1	2	i
COc1cc(C(=O)OCC(=O)N(CC(C)C)C2CCS(=O)(=O)C2)cc(OC)c1C (stereo not given)	2	-2	i
C[C@H](CO)N1C[C@H](C)[C@@H](CN(C)S(=O)(=O)c2ccccc2)Oc2c(NC(=O)NC3CCCCC3)cccc2C1=O	4	1	i
O=C(Nc1cccc(C(F)(F)F)c1)C1=CC=CN2CCS(=O)(=O)N=C12	2	2	i
CC(C)(O[C@@H]1O[C@H](CO)[C@@H](O)[C@H](O)[C@H]1O)[C@@H]1CC=C(C(=O)O)CC1	5	-4	i
COCCNC(=O)c1ccc2c(c1)S(=O)(=O)c1cc(Cl)ccc1C2=O	13	-3	i
COC(=O)[C@]1(C)N[C@H](CN(C)C(=O)Nc2ccc(C)cc2)[C@@H]2C(=O)N(Cc3ccccc3)C(=O)[C@@H]21	0	-1	i
O=C(NC(CC1CCCCC1)C(=O)O)c1ccccc1 (stereo not given)	6	-3	i
O=C(C1Cc2ccccc2CN1C(=O)c1ccco1)N1CCN(c2ccccc2)CC1 (stereo not given)	2	6	i
CC(C(=O)O)N1C(=O)/C(=C/c2cccn2C)SC1=S (stereo not given)	3	-2	i
O=C(O)c1cccc(-n2sc3ccccc3c2=O)c1	7	-4	i

# Carrying on:
# Each structure is followed by: DYRK1A inh	GSK3 alpha inh	KCNK3 block
Cc1ccc(-c2nc(N)nc(N)n2)c(C)c1
  -2	0	i
CC(=O)N1CCN(C(=O)c2ccc3c(c2)OCO3)CC1
  1	-3	i
COc1ccc([C@H]2CC(=O)C=C(c3cc4ccccc4s3)C2)cc1OC
  -12	0	i
COc1ccccc1CCC(=O)OCC(=O)NCc1ccc(OC)c(OC)c1
  -2	-4	i
C[C@H]1CN=C(N(C)C)N1CC1CCCCC1
  -2	-1	i
O=C(Nc1nc(-c2cccs2)cs1)c1ccc([N+](=O)[O-])o1
  5	1	i
CC(C)Cn1c(N)c(C(=O)CSc2nnc(-c3ccco3)n2C)c(=O)n(C)c1=O
  -1	0	i
COc1ccc(C2=Nn3c(nnc3-c3ccccc3C(F)(F)F)SC2)cc1OC1CCOC1 (stereo not given)
  5	-2	i
CCOC(=O)C1=C(C)NC(C)=C(C(=O)OCC)C1C(=O)OCC(=O)NCc1ccco1
  -1	-2	i
CC(C)C[C@@H](CN1C(=O)C(=O)NC[C@@H]1CC(C)C)NC(=O)Cc1ccccc1
  -5	-2	i

# Carrying on.
# Each structure is followed by: DYRK1A inh	GSK3 alpha inh	KCNK3 block
Fc1ccc(CCN2CCN=C2Nc2ccccc2)cc1
  3	-1	i
COc1ccc(CCNC(=O)COc2ccc3c(C)cc(=O)oc3c2)cc1
  -3	2	i
O=C(Nc1ccc(C(=O)N2CCC(O)(c3ccc(Cl)c(C(F)(F)F)c3)CC2)cc1)c1ccc(Br)o1
  6	15	i
COc1ccccc1N(CC(=O)Nc1ccccc1)S(=O)(=O)c1cccs1
  -3	-1	i
Cn1ccc(NC(=O)c2ccc(Cl)cc2)n1
  -1	0	i
CC(=O)Nc1cccc(C(=O)NNC(=O)c2n[nH]c(=O)c3ccccc23)c1
  4	-2	i
Cc1cc(=O)oc2cc(NC(=O)C(C)N3C(=O)C4CCCCC4C3=O)ccc12 (stereo not given)
  4	-1	i
COc1ccccc1NS(=O)(=O)c1ccc(N2CCOCC2)c(N)c1
  -4	-2	i
CCCCn1c(N)c(N(C(=O)CSc2nnnn2-c2ccccc2)C2CCCC2)c(=O)[nH]c1=O
  2	0	i
O=C(C1CC(=O)N(c2ccccc2F)C1)N1CCOCC1 (stereo not given)
  -2	-2	i

# Going on with the list:
# Each structure is followed by: DYRK1A inh	GSK3 alpha inh	KCNK3 block
CCn1c(/N=C/c2ccccc2NS(=O)(=O)c2ccc(C)cc2)nc2ccccc21
  -1	-1	i
CCOC(=O)C1CCN(C(=O)c2ccco2)CC1
  -5	0	i
O=C(CSc1nc2nn(-c3ccccc3)c(=O)c-2c2n1CCCCC2)c1ccc(O)c(O)c1
  -5	3	i
CN(C(=O)CSc1ncnc2sc3c(c12)CCC3)C1CCS(=O)(=O)C1 (stereo not given)
  8	16	i
O=C(COC(=O)CN1C(=O)c2ccccc2C1=O)Nc1ccccc1[N+](=O)[O-]
  -7	-1	i
COc1ccc(CCN2CC(C(=O)OCC(=O)N(C)Cc3ccccc3)CC2=O)cc1OC (stereo not given)
  3	-3	i

# This is a subset; rates above refer to the full screens.
